High-throughput results: PubChem BioAssay, several laboratories
GlmU inhibition = inhibition of mycobacterial GlmU enzyme – biochemical, glucosamine-1-phosphate acetyltransferase (AID 1376) | actives 0.25% (n = 220,000) | inhibition, %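 (tested at 30 µM in the primary screen)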, or IC50 in µM where a hit was titrated | M. tuberculosis GlmU acetyltransferase enzyme assay; higher % means a stronger effect; in the data active = inhibition above about 13%;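 note: 0% = complete reaction with vehicle and 100% = reaction without substrate; strong numbers were not always called active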
Mtb RmlCD inh = M. tuberculosis RmlC/RmlD inhibition; RmlC+RmlD coupled enzyme assay, percent inhibition; primary screen in compound mixtures; P9WH09+P9WH11; actives 0.03% (n = 160,000); inhibition, % at 3.6 µM; in the data active = inhibition mostly above about 34%, no sharp cut-off; note: some results filed as inactive read as strong as hits
Target sequence (P9WH09 whole entry, looked up): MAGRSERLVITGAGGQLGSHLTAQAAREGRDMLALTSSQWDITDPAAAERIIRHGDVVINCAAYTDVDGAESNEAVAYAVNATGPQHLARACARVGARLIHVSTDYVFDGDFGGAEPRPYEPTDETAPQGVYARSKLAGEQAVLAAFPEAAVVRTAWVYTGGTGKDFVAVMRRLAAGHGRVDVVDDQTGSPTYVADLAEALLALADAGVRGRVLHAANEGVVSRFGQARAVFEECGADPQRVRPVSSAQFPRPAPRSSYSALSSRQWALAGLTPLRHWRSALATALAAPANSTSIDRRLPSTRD
Target sequence (P9WH11 whole entry, looked up): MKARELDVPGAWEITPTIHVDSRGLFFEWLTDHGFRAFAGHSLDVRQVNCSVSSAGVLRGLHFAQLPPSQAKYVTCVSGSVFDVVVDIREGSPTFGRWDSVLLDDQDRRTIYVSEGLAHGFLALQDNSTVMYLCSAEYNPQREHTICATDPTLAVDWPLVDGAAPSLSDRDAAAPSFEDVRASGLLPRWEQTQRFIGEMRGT
An asterisk follows results filed as active; nt = no result given. Only part of the results is shown; the hit share may differ from the screen's.

Molecule | Mtb RmlCD inh | GlmU inhibition
CC/C(=N/NC(=O)CCC(=O)Nc1ccccc1OC)c1ccccc1 | 0 | -0.1%
Cc1nc(NCCc2ccccc2F)c(C#N)c(C)c1[N+](=O)[O-] | nt | -1.9%
CCN(C(=O)COC(=O)c1c(NC(C)=O)sc(C)c1C)C1CCS(=O)(=O)C1 (stereo unspecified) | 2 | 1.6%
Clc1ccc(/C=N/NC(=Nc2ccccc2)c2ccccn2)c(Cl)c1 | -4 | nt
CCCC(CCC)C(=O)Oc1cc(C)[nH]c(=O)c1[N+](=O)[O-] | 7 | nt
COc1ccc(CNc2ccc(C)c(C)c2)c(OC)c1OC | 2 | -5.1%
Cc1cc(NC(=O)CSc2ccccn2)no1 | -16 | 0.6%
COC(=O)c1ccc(C2C(Oc3ccc(OC)cc3)C(=O)N2CCc2ccc(F)cc2)cc1 (stereo unspecified) | 7 | -5.2%

Compound profiles, as listed above. Screens in order: Mtb RmlCD inh	GlmU inhibition
Cc1nc(NCCc2ccccc2F)c(C#N)c(C)c1[N+](=O)[O-] across the screens: nt	-1.9%
COC(=O)c1ccc(C2C(Oc3ccc(OC)cc3)C(=O)N2CCc2ccc(F)cc2)cc1 (stereo unspecified) across the screens: 7	-5.2%
CCN(C(=O)COC(=O)c1c(NC(C)=O)sc(C)c1C)C1CCS(=O)(=O)C1 (stereo unspecified) across the screens: 2	1.6%

Remaining list, next part.
Molecule | Mtb RmlCD inh | GlmU inhibition
COc1ccc(CNc2ccccc2)cc1Br | nt | 3.6%
COc1cc(N2CCOCC2)ccc1/C=C1\C(=O)NC(=O)N(C2CCCCC2)C1=O | nt | -5.1%
CCc1cc(C(=O)NNC(=S)Nc2cccc(C)c2)cs1 | nt | 3.5%
CCn1c(CCCOc2ccc(Cl)cc2Cl)nnc1SCC(=O)Nc1cccc(F)c1 | nt | -7.1%
Cc1ccc(-n2c(=S)[nH]c3sc4c(c3c2=O)CCC4)cc1 | nt | 5.8%
CN1C2C=C(N(CCc3ccccc3)C(=O)c3ccc(Cl)cc3)CC1CC2 (stereo unspecified) | -1 | 2.2%
CC1C(=O)CCN(C(C)C)C1C (stereo unspecified) | nt | -3.8%
COc1cccc(-n2cc3c(=O)n(C)c(=O)n(C)c3c2)c1 | nt | 1.7%
CC(=O)Oc1ccc2ccccc2c1C(NC(=O)Cc1ccccc1)c1ccc(Cl)cc1 (stereo unspecified) | 8 | 0.8%
Cc1ccc(Sc2ccc(NC(=O)c3ccc(S(C)(=O)=O)cc3Cl)cc2)cc1 | -177 | -4.0%
C=CCN1N=C(/C=C/c2ccc(C)cc2)CCC1=O | 4 | 7.5%
O=C(C1=NN[C@@H]2C(=O)N(c3cccc(F)c3)C(=O)[C@H]12)c1ccc2ccccc2n1 | 4 | -9.0%
COc1cccc(N2CCN(C(=O)CCSCc3ccccc3F)CC2)c1 | 7 | 1.6%
COc1cccc(-c2nc(CS(=O)CC(=O)NCc3ccc4c(c3)OCO4)c(C)o2)c1 (stereo unspecified) | 6 | -6.8%
C=CCOc1ccc(/C(O)=C2\C(=O)C(=O)N(CCOC)C2c2cccnc2)cc1 (stereo unspecified) | 6 | 1.0%
CCC1(C)Cc2ccccc2-c2nc(NCCO)n(-c3ccc(C)cc3)c(=O)c21 (stereo unspecified) | nt | -4.5%
O=C(CSc1nc2ccccc2[nH]1)NCc1ccc2c(c1)OCO2 | -7 | 5.8%
O=[N+]([O-])c1cc(Cl)ccc1Sc1ccccn1 | -3 | -4.0%
O=C(Oc1ccc2c(c1)OCC2=O)c1ccccc1 | -4 | 1.0%
Cc1occc1-c1nnc(SCC(=O)NCc2cccs2)n1CC1CCCO1 (stereo unspecified) | 12 | 3.8%
NS(=O)(=O)c1ccc(CCNC(=O)c2ccccc2[N+](=O)[O-])cc1 | 4 | 1.1%
O=C(NCc1cccnc1)c1c(O)c2cccc3c2n(c1=O)CCC3 | 15 | 0.6%
COc1ccc(C(=O)N2CCCC2=O)cc1 | nt | -7.8%
C[C@H](NC(=O)OC(C)(C)C)C(=O)NCC1CCC(C(=O)O)CC1 (stereo partly specified) | 5 | 3.1%
COc1cc(C=O)ccc1OCCCCOc1ccccc1[N+](=O)[O-] | -11 | -3.5%
CN(C)c1nc(Oc2ccc(=O)[nH]n2)nc(N2CCOCC2)n1 | nt | -1.1%
CCC(C)NC(=O)c1c(N)n(/N=C/c2ccccn2)c2nc3ccccc3nc12 (stereo unspecified) | 1 | 1.9%
COc1cccc(C(=O)N2CCN(S(=O)(=O)Cc3ccccc3)CC2)c1 | 1 | 1.1%
CCOC(=O)c1[nH]c2cc3c(cc2c1NC(=O)CN1CCCC1)OCO3 | 14 | 1.3%
O=C(Cn1cnc2c(cnn2-c2ccccc2)c1=O)NCc1ccccc1 | 9 | 1.7%
CCOC(=O)/C=c1\s/c(=C(\C#N)C(N)=O)n(-c2ccccc2)c1=O | -10 | 0.6%
CCOC(=O)c1cc(CC)sc1/N=C/c1c(O)ccc2ccccc12 | -4 | -1.2%
CC(=O)Nc1ccccc1NC(=O)c1ccc(C)cc1C | 3 | 0.8%
CC[C@@H](C)CN1C(=O)N[C@@H](c2ccccc2)C(C(C)=O)=C1C | nt | -1.3%
COc1cc(NC(=O)c2ccc([N+](=O)[O-])o2)ccc1NC(=O)c1cccs1 | 9 | -2.7%
CC(C)CNC(=O)CN(C1CCCCC1)S(C)(=O)=O | nt | -0.2%
CN1C2CCC1/C(=C\c1ccc(F)cc1)C(=O)/C2=C/c1ccc(F)cc1 | nt | -2.5%
Cc1ccc(Oc2ccc(Cl)cc2N)cc1 | 19 | -5.0%
Cc1ccc(N2CC(C(=O)Nc3cc(C)on3)CC2=O)cc1 (stereo unspecified) | -8 | 8.3%
O=C1c2ccccc2C(Nc2ccc(Cl)cc2)N1CCN1CCOCC1 (stereo unspecified) | 9 | -5.7%
Cc1nc2ncnn2c(N2CCN(c3cccc(C(F)(F)F)c3)CC2)c1C | -10 | -1.2%
COC(=O)c1ccc(N=CC2=C(O)CC(c3ccccc3)CC2=O)cc1 (stereo unspecified) | 5 | 0.3%
O=C1C2C3C=CC(C3)C2C(=O)N1c1ccc2c(c1)CCC2 (stereo unspecified) | 16 | 1.7%
CCCC(O)(CCN1CCCCC1)c1ccc(OCC)cc1 (stereo unspecified) | 0 | -0.7%
CN(C(=O)CSc1nncc2ccccc12)C1CCCCC1 | 3 | 8.4%
COCc1c(C(=O)Nc2nc(C)cs2)oc2ccccc12 | -12 | -6.0%
CCN(CC)S(=O)(=O)c1csc(C(=O)Nc2ccccn2)c1 | 8 | 2.1%
COc1ccc(-n2c(=O)c3c4c(sc3n3c(=S)[nH]nc23)CCCC4)cc1 | -3 | 2.1%
C#CCOc1ccc2c(c1)c(C(C)=O)c(C)n2Cc1ccccc1 | 6 | 7.8%
CC1CCC2C(=O)N(c3ccccc3OC(=O)c3ccccc3F)C(=O)C2C1 (stereo unspecified) | -4 | -3.6%
CCOC(=O)c1c(/N=C/c2cc(C)ccc2O)sc2c1CCC2 | 14 | -0.2%
NNC(=O)c1ccc(CSc2nc3ccccc3[nH]2)cc1 | -8 | 4.3%
O=C(N/N=C/c1cn(-c2cccs2)nc1-c1ccccc1)c1ccc(O)cc1 | 3 | 1.9%
CCCc1ncc(C(O)c2ccccc2OC)n1C (stereo unspecified) | -8 | -0.9%
CC(C)c1cc[n+](-c2nc([O-])sc2C=O)cc1 | nt | -0.5%
Cc1nc2c(F)c(F)c(C(F)(F)F)c(F)c2[nH]1 | -2 | -3.2%

Continuation.
Molecule | Mtb RmlCD inh | GlmU inhibition
CC(=O)N(C)Cc1ccc(C(=O)CCl)cc1 | 37 | 8.2%
CC(C)CC(N)C(=O)OCc1ccc([N+](=O)[O-])cc1 (stereo unspecified) | -9 | -1.4%
O=C1NCC(=O)N2CCC[C@@H]12 | nt | -0.9%
COc1ccc(C(=O)N2CCCC(C(=O)N3CCN(c4ccccc4)CC3)C2)cc1 (stereo unspecified) | -11 | -1.7%
Cc1ccc(S(=O)(=O)Nc2cccc3ncccc23)s1 | nt | 2.0%
Cc1cccc(OC(=O)c2cncc(Br)c2)c1 | -5 | -5.5%
Cc1cnc(NC(=O)CSc2nnc(COc3ccccc3)o2)s1 | nt | 0.8%
Cc1ncoc1C(=O)N1CCc2c([nH]c3ccccc23)C1C1CCCCC1 (stereo unspecified) | nt | 0.1%
FC(F)(F)c1cc(-c2ccccc2)nc(NCc2cccnc2)n1 | -4 | 2.5%
COc1ccc(NC(=O)NCc2ccc3c(c2)OCO3)cc1 | nt | -5.1%
O=C(NCCCn1ccnc1)Nc1cccc2ccccc12 | -7 | 4.7%
Cc1cc(OCC(O)CN)ccc1Cl (stereo unspecified) | 4 | 5.4%
C/C(=N\NC(=O)CC(C)C)c1ccc(N2CCCCC2)cc1 | -14 | 3.0%
CC1CCCCC1NS(=O)(=O)c1ccc(S(=O)(=O)N2CCCC2)cc1 (stereo unspecified) | nt | -4.3%
CCCCCCc1cc2cc(C(=O)NCc3ccccc3)c(=N)oc2cc1O | nt | 8.6%
Cc1onc(-c2ccccc2)c1C(=O)NC(CC(=O)O)c1ccc(OC(C)C)cc1 (stereo unspecified) | 13 | nt

Look-ups from above.
Reading of C/C(=N\NC(=O)CC(C)C)c1ccc(N2CCCCC2)cc1 under GlmU inhibition: 3.0%
Reading of Cc1cc(OCC(O)CN)ccc1Cl (stereo unspecified) under Mtb RmlCD inh: 4
Reading of Cc1onc(-c2ccccc2)c1C(=O)NC(CC(=O)O)c1ccc(OC(C)C)cc1 (stereo unspecified) under Mtb RmlCD inh: 13
Reading of O=C(NCCCn1ccnc1)Nc1cccc2ccccc12 under GlmU inhibition: 4.7%

5 successive entries out of the list so far:
Molecule | Mtb RmlCD inh | GlmU inhibition
FC(F)(F)c1cc(-c2ccccc2)nc(NCc2cccnc2)n1 | -4 | 2.5%
COc1ccc(NC(=O)NCc2ccc3c(c2)OCO3)cc1 | nt | -5.1%
O=C(NCCCn1ccnc1)Nc1cccc2ccccc12 | -7 | 4.7%
Cc1cc(OCC(O)CN)ccc1Cl (stereo unspecified) | 4 | 5.4%
C/C(=N\NC(=O)CC(C)C)c1ccc(N2CCCCC2)cc1 | -14 | 3.0%

The listing continues:
Molecule | Mtb RmlCD inh | GlmU inhibition
O=c1nc(N2CCOCC2)ccn1-c1nc(-c2ccccc2)oc1-c1ccccc1 | -8 | -3.2%
O=C(Nc1ccc2c(c1)C(=O)NC2=O)c1ccc(S(=O)(=O)N2CCCC2)cc1 | -14 | 5.9%
COC(=O)CCC(=O)OC1(C)C(=O)C=C2C=C(C3CC3)N(Cc3ccc4c(c3)OCO4)C=C2C1=O (stereo unspecified) | nt | -3.1%
CC(C)n1c(=S)[nH]c2cc(C(F)(F)F)ccc21 | -4 | -4.3%
C[C@]12CCC3c4ccc(OCC(=O)O)cc4CCC3C1CCC2=O (stereo partly specified) | 5 | 1.1%
Cc1ccc(S(=O)(=O)N(CC(=O)Nc2ccccc2C(=O)O)c2cccc(Cl)c2C)cc1 | nt | 2.0%
C=C(C)C(=O)Nc1cccc(C2=NOC3(C2)C[C@@H](C(N)=O)N(C(=O)c2cc([N+](=O)[O-])cc([N+](=O)[O-])c2C)C3)c1 (stereo partly specified) | 7 | -0.3%
CCSc1nnc(NC(=O)CCCOc2ccc(C)cc2)s1 | -8 | -2.7%
Cc1ccc(Nc2nc(N/N=C/c3c[nH]c4ccccc34)nc(N3CCOCC3)n2)cc1 | -17 | -2.2%
COC(=O)c1ccc(/C=C2/SC(=S)N(CCCC(=O)Nc3ccccn3)C2=O)cc1 | -5 | -2.0%
CCc1nccn1S(=O)(=O)c1ccc2ccccc2c1 | 101 | 0.0%
Cc1cc(Cl)ccc1N1C(=O)CC(SCCC(=O)O)C1=O (stereo unspecified) | 13 | 2.4%
CCOC(=O)c1ccccc1NC(=O)N[C@@H](C)C(=O)OC | nt | 0.7%
COc1ccc(N2CCN(CC(=O)N3CCC(C)CC3)CC2)cc1 | -2 | -1.9%
Cc1cc(NC(=O)c2ccco2)ccc1-n1cnnn1 | -3 | -1.9%
Cc1ccc(NC(=O)Cn2nc(C)c(S(=O)(=O)N(C)C)c2C)cc1C | 0 | -3.1%
Cc1cc(C(=O)OCc2nnc(-c3ccccc3)o2)c(C)n1-c1ccccc1 | nt | 3.0%
CCc1ccc(C(=O)NNC(=O)OC)cc1 | 3 | -3.0%
COc1ccc(CNCc2cccc(Oc3ccccc3)c2)cc1 | -2 | -2.3%
CCCn1c(SCC(=O)Nc2cc(S(=O)(=O)N3CCOCC3)ccc2Cl)n[nH]c1=O | 9 | -2.4%
Cc1cccc(Nc2n[nH]c(=S)s2)c1C | 8 | -8.9%
O=C(Nc1ccc([N+](=O)[O-])cc1)C1CC12CCC2 (stereo unspecified) | nt | -4.5%
CC1(C)C2CCC1(C(=O)O)c1nc3ccccc3nc12 (stereo unspecified) | 5 | 3.8%
O=C(CSc1nnc(Cn2nnc3ccccc32)o1)Nc1cccc(Cl)c1 | nt | -1.4%
O=C(NCCN1C(=O)S/C(=C\c2cccs2)C1=O)c1ccc(=O)[nH]c1 | 8 | -0.5%
Cc1ccccc1N1C(=O)C2ON(c3ccccc3)C(c3ccco3)C2C1=O (stereo unspecified) | nt | 7.8%
CCC(=O)Nc1cc(C(=O)OC(C(=O)c2ccc(C)c(C)c2)c2ccccc2)ccc1C (stereo unspecified) | nt | 7.2%
COC(=O)CCC/C=C1/SCC(NC(=O)c2ccccc2)/C1=N/O (stereo unspecified) | -11 | 1.5%
CCNc1nc(NC(C)C)nc(NC(C)(C)C)n1 | 5 | -0.7%
CCOc1ccccc1C(=O)OCC(=O)Nc1ccc(OC(F)F)cc1 | nt | 2.1%
COc1ccc(C2NCCc3[nH]cnc32)cc1 (stereo unspecified) | 5 | 3.3%
COc1ccccc1CC(=O)Nc1ccccc1O | 12 | 1.5%
Cn1nnc(NC(=O)CSc2nnnn2-c2ccc(F)cc2)n1 | -7 | 3.1%
COc1cc(NC(=O)CSc2nnc(C)s2)cc(OC)c1 | nt | 0.6%
COc1ccc(CNC(=O)C2CCCN2)cc1OC (stereo unspecified) | 8 | 2.4%
